14-3-3 PPI: modulators of human 14-3-3 gamma - Raf peptide interaction; AID 422; 160,000 compounds, 0.19% hits; FP, 14-3-3gamma / TMR-pS259-Raf peptide binding; P61981; inhibition, % at 40 µM; in the data active = inhibition above about 30%;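 also: 0% = protein plus tracer without compound and 100% = blank with tracer alone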
Target sequence (P61981 whole entry, looked up): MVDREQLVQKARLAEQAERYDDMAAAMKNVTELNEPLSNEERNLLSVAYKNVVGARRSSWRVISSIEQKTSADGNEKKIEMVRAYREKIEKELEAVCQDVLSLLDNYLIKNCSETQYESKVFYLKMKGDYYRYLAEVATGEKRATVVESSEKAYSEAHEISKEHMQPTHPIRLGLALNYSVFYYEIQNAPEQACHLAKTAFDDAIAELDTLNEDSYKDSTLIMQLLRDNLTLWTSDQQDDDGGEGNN
Starred values were filed as active, the others as inactive; & = joins results of further samples. Not all compounds are listed. The share of hits here may be higher or lower than overall.

Start of the data: the first 16 records as a preview:
SMILES	14-3-3 PPI
CCC(=O)N1CCCc2cc(S(=O)(=O)N3CCN(c4ccccc4F)CC3)ccc21	2
CC(C)CC(NC(=O)C1CCC(C)CC1)C(=O)N1CCN(c2ccccn2)CC1 (centres undefined)	-3
O=C(CSc1nnc2c(n1)-c1cccc3cccc-2c13)Nc1ccc(Cl)c(C(=O)O)c1	-23
C=CCN=Cc1c(NCC=C)nc2c(C)cccn2c1=O	-2
O=S(=O)(c1ccc(-c2csc(=Nc3ccc(Cl)cc3)n2CCCO)cc1)N1CCCC1	2
O=C(c1cc(-c2ccc(Cl)cc2)on1)N1CCCC1	2
COc1ccc(NC(=O)C2=C(C)NC(=S)NC2c2cc(OC)c(OC)c(OC)c2)c(OC)c1 (centres undefined)	-3
C=CCN1C(=O)C(O)(CC(=O)c2c(C)n[nH]c2C)c2cc(Br)ccc21 (centres undefined)	4
CC(C)CN1C(=O)NC(NC(=O)c2ccco2)(C(F)(F)F)C1=O (centres undefined)	8&-12
O=C1c2ccccc2C2=Nc3cccc4cccc(c34)N12	9
OCC1c2ccccc2-c2ccccc21	-10
CNC(=O)NC1CCCc2ccccc21 (centres undefined)	-1
COC(=O)c1ccc2c(c1)S(=O)(=O)NC(=NCc1ccco1)S2	-5
COc1ccc(N2C(=O)c3ccccc3NC2c2ccc(OCC(C)C)cc2)cc1 (centres undefined)	-6
O=S(=O)(c1cccc2nsnc12)N1CCN(Cc2ccccc2)CC1	2
Cn1c(=O)[nH]c(=O)c2c1nc(NCCCn1ccnc1)n2Cc1ccc(F)cc1	3

All compounds of this part (from the top)
SMILES	14-3-3 PPI
CCC(=O)N1CCCc2cc(S(=O)(=O)N3CCN(c4ccccc4F)CC3)ccc21	2
CC(C)CC(NC(=O)C1CCC(C)CC1)C(=O)N1CCN(c2ccccn2)CC1 (centres undefined)	-3
O=C(CSc1nnc2c(n1)-c1cccc3cccc-2c13)Nc1ccc(Cl)c(C(=O)O)c1	-23
C=CCN=Cc1c(NCC=C)nc2c(C)cccn2c1=O	-2
O=S(=O)(c1ccc(-c2csc(=Nc3ccc(Cl)cc3)n2CCCO)cc1)N1CCCC1	2
O=C(c1cc(-c2ccc(Cl)cc2)on1)N1CCCC1	2
COc1ccc(NC(=O)C2=C(C)NC(=S)NC2c2cc(OC)c(OC)c(OC)c2)c(OC)c1 (centres undefined)	-3
C=CCN1C(=O)C(O)(CC(=O)c2c(C)n[nH]c2C)c2cc(Br)ccc21 (centres undefined)	4
CC(C)CN1C(=O)NC(NC(=O)c2ccco2)(C(F)(F)F)C1=O (centres undefined)	8&-12
O=C1c2ccccc2C2=Nc3cccc4cccc(c34)N12	9
OCC1c2ccccc2-c2ccccc21	-10
CNC(=O)NC1CCCc2ccccc21 (centres undefined)	-1
COC(=O)c1ccc2c(c1)S(=O)(=O)NC(=NCc1ccco1)S2	-5
COc1ccc(N2C(=O)c3ccccc3NC2c2ccc(OCC(C)C)cc2)cc1 (centres undefined)	-6
O=S(=O)(c1cccc2nsnc12)N1CCN(Cc2ccccc2)CC1	2
Cn1c(=O)[nH]c(=O)c2c1nc(NCCCn1ccnc1)n2Cc1ccc(F)cc1	3
Cc1ccc2c(=O)c(CN(C)C3CCN(C)CC3)c(C)[nH]c2c1C	0&2
COc1ccc(NC(=O)C2CC(=O)N(Cc3ccc4c(c3)OCO4)C(=Nc3ccccc3)S2)cc1 (centres undefined)	-3
O=C(Cn1nc(-c2ccccc2)ccc1=O)NCc1ccc(F)cc1	-1
Cc1ccc(CNC(=O)C2CCC(=O)N2Cc2ccc(F)cc2)cc1 (centres undefined)	4
O=C(c1c[nH]c2ccc(S(=O)(=O)Nc3ccc4c(c3)OCCO4)cc2c1=O)N1CCCC1	-20
Cc1[nH]nc2c1C1(CCOCC1)C(C#N)=C(N)O2	2
CC(N=Cc1cc([N+](=O)[O-])ccc1O)c1ccccc1 (centres undefined)	-3
COC(=O)c1c(NC(=O)c2ccc(OC)cc2)sc2c1CCC(C)C2 (centres undefined)	-4
C1=CC2c3c(ccc4ccccc34)NC(c3cccc4ccccc34)C2C1 (centres undefined)	-187
COC(=O)[C@H](CCSC)NC(=O)NC1CCN(Cc2ccccc2)CC1	-6
Cc1ccc(S(=O)(=O)N2CCC(C(=O)NC(C)C)CC2)cc1	-3
CCCCN(CC)C(=O)C1c2cc(OC)c(OC)cc2C(=O)N(C)C1c1cccs1 (centres undefined)	-1
CCOc1ccc(Nc2nc3c(c(=O)n(C)c(=O)n3C)n2Cc2ccccc2)cc1	-10
CN(Cc1ccccc1)S(=O)(=O)c1ccc2c(c1)OCCO2	-9
Cc1ccc(Cl)cc1N1CCN(C(=O)CCCCCn2c(=O)[nH]c3ccsc3c2=O)CC1	-9
O=C(NCC1CCNCC1)c1ccncc1	4
C=CCn1c(=O)n(CCC#N)c(=O)n(CCC#N)c1=O	2
COc1ccc(C(=O)N2CCN(C(=O)c3cccnc3)CC2)cc1OC	5
Cn1c(=O)oc2cc(S(=O)(=O)N3CCCc4ccccc43)ccc21	2&-7
CC1=CC(C)(C)N(C(=O)CSc2nncn2C)c2ccccc21	-8
COc1ccc(-c2cc(CCCC(=O)NCCc3ccc(OC)cc3OC)no2)cc1	6
Cc1nc2sccn2c1-c1csc(Nc2ccc(Cl)cc2)n1	2
COc1cc(C(=O)Nc2ccc(S(=O)(=O)Nc3cc(C)on3)cc2)cc(OC)c1OC	5
Cc1ccc(-c2nnc(N(C)C(=O)c3ccccn3)s2)cn1	2
COc1cccc(C2/C(=C(/O)c3ccncc3)C(=O)C(=O)N2CCCN(C)C)c1 (centres undefined)	-6
Cc1ccccc1N=Cc1ccco1	-55
CC(C)(/C=N/O)/[N+]([O-])=C/C=[N+](\[O-])C(C)(C)/C=N/O	-7
O=C(Nc1nc(-c2nc3ccccc3s2)cs1)c1ccc(S(=O)(=O)N2CCOCC2)cc1	3&-8
CCOCCn1cnc2sc(C(=O)Nc3ccc(C(F)(F)F)cc3)c(C)c2c1=O	-4
Cc1cc2c(=O)n(CC(=O)O)cnc2s1	-5
CN(C(=O)C12CC3CC(CC(C3)C1)C2)C1(C)CCS(=O)(=O)C1 (centres undefined)	-1
COC(=O)CSc1ccccc1C(=O)OC	-11
CC1CCc2c(sc(NC(=O)c3cccc(S(=O)(=O)Nc4cccc(C(=O)O)c4)c3)c2C#N)C1 (centres undefined)	-17
COc1ccccc1CNC(=O)C1CCC(CNc2c(N3CCOCC3)c(=O)c2=O)CC1 (centres undefined)	6
COC(=O)CNC(=O)c1c(C)cc(=O)oc1C	-2
CCOc1ccccc1CN1CCC(N2CCOCC2)CC1	3
COc1ccccc1-c1nc(C#N)c(N2CCC(Cc3ccccc3)CC2)o1	2
O=C(Nc1ccc2c(c1)OCO2)C12CC3CC(CC(C3)C1)C2	-38
N=c1n(CCO)c2ccccc2n1CCOc1ccc(Cl)cc1	0
CCOC(=O)c1ccc(N2COc3ccc4ccccc4c3C2)cc1	1
CCCNS(=O)(=O)c1ccc(NC(=O)c2ccccn2)cc1	0
CCn1c(SCC(=O)Nc2sc(C)c(C)c2C#N)nnc1C(C)C	-7
Cc1ccccc1NC(=O)NCCCN1CCN(C2CCCCC2)CC1	0
CCOC(=O)CCc1nn(C)c(=O)c2ccccc12	-7

(more compounds)
SMILES	14-3-3 PPI
CN(C)S(=O)(=O)N1CCN(c2c(Cl)cccc2[N+](=O)[O-])CC1	5
COc1ccc(-c2nc(-c3ccc(Br)cc3)no2)c(OC)c1	-12
CCOc1ccc(-n2ccnc2SCC(=O)Nc2cccc(F)c2)cc1	7
CCc1c(C)sc(NC(=O)c2ccc(Cn3nc(C)c(Cl)c3C)o2)c1C(N)=O	-104
CCCC(=O)N(c1ccc2oc(C)c(C(C)=O)c2c1)S(=O)(=O)c1ccc(C)c([N+](=O)[O-])c1	-2
CCCOCCOC(=O)C1=C(C)NC2=C(C(=O)CC(C)(C)C2)C1c1ccc(O)cc1 (centres undefined)	-2
Cc1cccc(CCNC(=O)c2ccc3c(=O)n(Cc4ccc5c(c4)OCO5)c(=O)[nH]c3c2)c1	-14
O=C(Nc1ccccc1[N+](=O)[O-])c1cccc(F)c1	4
COC(=O)c1cc(C2CC2)nc2ccc(Br)cc12	-4
COc1ccccc1CNC(=O)c1oc2ccc(S(=O)(=O)N3CCCC3)cc2c1C	-2&3
O=c1ccn(CCOc2ccc(Cl)cc2)c(=O)[nH]1	-5
CCCC(=O)N1CCN(c2ccc(C(=O)c3ccc(OC)c(Br)c3)cc2F)CC1	0
CCN(CC)c1ccc(C(=O)O)cc1	-5
Cc1cccc(CS(=O)(=O)Cc2ccc(C(=O)NCCC(C)C)o2)c1	-4
COc1ccc(C(=O)Nc2ccc(F)c([N+](=O)[O-])c2)cc1	-11
Cc1ccc(OCC(O)CN2CCN(c3ccc(F)cc3)CC2)c(C)c1 (centres undefined)	-1
CCN(C(=O)c1nn(-c2ccc(C)cc2)c(=O)c2c1c1ccccc1n2C)c1ccc(F)cc1	5
COc1nnc(-c2ccc(C)c(S(=O)(=O)NC(C)C)c2)c2ccccc12	2
C=CCN=C(NC#N)SCc1ccccc1Cl	-8
Cn1c(Cn2c(=O)sc3ccccc32)nnc1SCC(N)=O	1
C=CCN(c1ccc(C(N)=O)cc1)S(C)(=O)=O	1
COc1ccc(C(=O)CSc2ncn[nH]2)cc1[N+](=O)[O-]	-7
CCc1c(C)nc2ncnn2c1N1CCC(C(=O)Nc2ccccc2)CC1	-4
CCCCNC(=O)C1CCN(c2nc3ccccc3o2)CC1	8
C1=C(c2ccccc2)Nc2nnnn2C1	-8
CCOc1ccc(Nc2cc(C)nc(-n3nc(C)cc3C)n2)cc1	-7
Cc1nc(NC(=O)CSc2ccccc2N)sc1C	-8
COc1ccc(Cl)cc1NC(=O)c1cnn2c(C(F)(F)F)cc(-c3ccc(C)cc3)nc12	7
CN(C)CCCN1C(=O)C(=O)/C(=C(/O)c2ccc(OCc3ccccc3)cc2)C1c1cccnc1 (centres undefined)	-4
COC(=O)C1=C(C)Nc2nc(SC)[nH]c(=O)c2C1c1ccc(F)cc1 (centres undefined)	-9
O=C(NCc1ccc2c(c1)OCO2)c1ccc(COc2cccc(Cl)c2)o1	0
Cc1ccc(OCc2nc3c4c(-c5ccccc5)c(-c5ccccc5)oc4ncn3n2)cc1	-2
O=C(c1ccc2nc3ccc(Cl)cc3c(=O)n2c1)N1CCOCC1	-2
COc1ccc(C2C3=C(CC(C)(C)CC3=O)N=C3c4ccccc4C(=O)C32)cc1OC (centres undefined)	-56
Cc1cc(C)c(C#N)c(SCC(=O)OC2CCCCC2)n1	3
CCOC(=O)c1[nH]c2ccc(F)cc2c1NC(=O)CN1CCCCC1	-4
CC(=O)N1N=C(c2cccc(C)c2)OC12CCCC2	-2
Cc1ccc(C(=O)c2ccccc2C(=O)O)c(O)c1	-1
CCCCCn1c(N2CCC(C(N)=O)CC2)nc2c1c(=O)[nH]c(=O)n2C	-8
CC(=O)c1cccc(NC(=O)COc2cc(C)c(Cl)c(C)c2)c1	2
O=C(NCc1cc2cc(Cl)ccc2[nH]1)c1cc2nc(-c3ccc4c(c3)OCO4)cc(C(F)(F)F)n2n1	-11
COc1cc(C2C(C(=O)c3cccs3)=C(O)C(=O)N2Cc2ccco2)cc(OC)c1OC (centres undefined)	-2
CCOc1ccccc1NC(=O)CCN1CCN(S(=O)(=O)c2ccc(Br)cc2)CC1	-3&-2
OC1(C#CBr)CCCCC1	3
COc1cccc(NC(=O)C2CCCN(S(=O)(=O)c3cccc4nsnc34)C2)c1 (centres undefined)	-10&2
CCn1c(/C(C#N)=C(\O)CCc2ccccc2)nc2ccccc21	-6
COc1ccc(C2=CC(c3c(C)nn(-c4ccccc4)c3Cl)n3nnnc3N2)cc1OC (centres undefined)	-4
C[C@@H](NC(=O)/C(C#N)=C/c1ccc(O)c(O)c1)c1ccccc1	-2
CCCCn1c(SCC2CCCCO2)nc2cc(S(N)(=O)=O)ccc21 (centres undefined)	-5
N#CC1=C(SCc2ccccc2Cl)NC(=O)C(C(N)=O)C1 (centres undefined)	-11
CCn1c(N2CCN(CC(=O)c3c(C)n(C)c4ccccc34)CC2)nc2c1c(=O)[nH]c(=O)n2C	-10
Cc1c(NC(=O)CSc2ccc3c(c2)OCCO3)c(=O)n(-c2ccccc2)n1C	5
CCc1ccc(C(=O)CC2(C)C(=O)OC(c3ccc(Br)cc3)C(C)(C)C2=O)cc1 (centres undefined)	5
C=CCn1c(SCC(=O)OCC)nc2c(c1=O)C1(CCCC1)Cc1ccccc1-2	5
CCCCCOC(=O)CSc1nc(N)c2c3c(sc2n1)CCCC3	2
CCN1CCN(CCCNC(=O)c2cc3cc4cc(OC)ccc4nc3s2)CC1	-8
Cc1cc(C)c(NC(=O)CSc2nnc(-c3ccco3)n2N)c(C)c1	4
CCC(=O)OCCN1C(=O)c2cccc3c(N4CCCCC4)ccc(c23)C1=O	-45
O=C(c1ccco1)N1CCN(S(=O)(=O)c2ccc(S(=O)(=O)NC3CC3)cc2)CC1	-3
COc1ccc(O)c(-c2cc(C(F)(F)F)nc(-c3ccccc3)n2)c1	0

Following part
SMILES	14-3-3 PPI
COc1cc(Br)c(C2C(C(=O)OC3CCCCC3)=C(C)NC3=C2C(=O)CC(C)(C)C3)cc1OC (centres undefined)	3
O=C(N1CCN(c2ccccc2)CC1)C(F)(F)C(F)(F)F	-2
Cc1cc(C(=O)CSc2nn(-c3ccccc3)c(=S)s2)c(C)n1Cc1ccco1	-15
CCOC(=O)c1ccc(NS(=O)(=O)c2cccs2)cc1	1
CCN(Cc1ccccc1)S(=O)(=O)c1ccc(C(=O)N=c2sc3cc(OC)ccc3n2C)cc1	-6
CCCCNC(=O)Cn1c(=O)n(-c2ccc(C)c(C)c2)c(=O)c2c3c(sc21)CCC3	0
O=C1CC(N2CCN(S(=O)(=O)c3ccccc3)CC2)C(=O)N1CCc1ccccc1 (centres undefined)	3
CN1C(=O)NC(c2cccc(Cl)c2)C2=C1CCCC2=O (centres undefined)	2
COc1ccc(N2CCN(C(=O)Cc3c(C(=O)O)[nH]c4ccc(Cl)cc34)CC2)cc1	0
Cc1cc(S(=O)(=O)N2CCN(Cc3ccc4c(c3)OCO4)CC2)cc(C)c1N1CCCC1=O	3
COc1ccc(Cl)cc1NC(=O)c1c(O)c2ccccc2n(C)c1=O	-22
N#Cc1ccc(N2C(=O)C3CCCCC3C2=O)cc1 (centres undefined)	-1
COc1ccc(N2CCN(C3CC(=O)N(c4ccc(OC)cc4)C3=O)CC2)cc1 (centres undefined)	-6
